# Bioassay records deposited in PubChem by several laboratories.
# ERa coact inh = ER-alpha (human) coactivator binding inhibition | AID 629 | inhibition, % at 25.6 µM | 1.7% of 86,000 active | P03372 | TR-FRET ER-alpha LBD / SRC-1 peptide, estradiol-bound; in the data active = inhibition above about 50%;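 note: 0% = receptor plus peptide control and 100% = peptide only without receptor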
# Target sequence (P03372 whole entry, looked up, the tested form may be a part): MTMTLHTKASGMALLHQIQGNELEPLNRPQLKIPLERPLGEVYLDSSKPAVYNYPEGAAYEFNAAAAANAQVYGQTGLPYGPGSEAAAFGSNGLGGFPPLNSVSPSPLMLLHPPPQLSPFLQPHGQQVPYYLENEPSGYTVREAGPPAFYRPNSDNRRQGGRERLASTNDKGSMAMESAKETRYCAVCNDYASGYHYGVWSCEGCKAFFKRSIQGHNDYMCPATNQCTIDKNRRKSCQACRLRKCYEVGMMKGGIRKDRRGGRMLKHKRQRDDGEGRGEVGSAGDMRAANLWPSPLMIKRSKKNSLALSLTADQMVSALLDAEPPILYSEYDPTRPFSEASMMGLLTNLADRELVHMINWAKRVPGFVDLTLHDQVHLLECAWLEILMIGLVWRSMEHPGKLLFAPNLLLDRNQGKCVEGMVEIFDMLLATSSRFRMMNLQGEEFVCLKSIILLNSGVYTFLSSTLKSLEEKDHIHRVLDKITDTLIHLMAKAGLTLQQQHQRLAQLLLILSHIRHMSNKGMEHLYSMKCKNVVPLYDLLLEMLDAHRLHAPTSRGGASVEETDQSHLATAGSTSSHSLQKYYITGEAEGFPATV
# CD11b adhes inh = inhibitors of human CD11b/CD18 binding to fibrinogen. inhibition, % at 10 µM. 0.54% of 93,000 active. P05107+P11215. K562 CD11b/CD18 adhesion to fibrinogen, ATPlite luminescence; Mn2+ added to activate the integrin;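 active = primary inhibition of 50% or more at 10 µM, then 40% or more on retest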; note: some results filed as inactive read as strong as hits
# CYP2C19 act = increases human CYP2C19 enzyme activity; recombinant CYP2C19, luciferin-H EGE luminescence; hits give high values; 0 = fully inhibited enzyme, 1 = untreated enzyme; activation factor at 5 µM; 96,000 tested, under 10 active; AID 1025;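 active = activation factor of at least 2 at 5 µM in the primary screen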;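 note: 0 = wells with 2.5 mM tranylcypromine and 1 = vehicle-only wells; values of inactives mirror those of a sister screen read the other way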
# Target sequence (P33261 whole entry, looked up): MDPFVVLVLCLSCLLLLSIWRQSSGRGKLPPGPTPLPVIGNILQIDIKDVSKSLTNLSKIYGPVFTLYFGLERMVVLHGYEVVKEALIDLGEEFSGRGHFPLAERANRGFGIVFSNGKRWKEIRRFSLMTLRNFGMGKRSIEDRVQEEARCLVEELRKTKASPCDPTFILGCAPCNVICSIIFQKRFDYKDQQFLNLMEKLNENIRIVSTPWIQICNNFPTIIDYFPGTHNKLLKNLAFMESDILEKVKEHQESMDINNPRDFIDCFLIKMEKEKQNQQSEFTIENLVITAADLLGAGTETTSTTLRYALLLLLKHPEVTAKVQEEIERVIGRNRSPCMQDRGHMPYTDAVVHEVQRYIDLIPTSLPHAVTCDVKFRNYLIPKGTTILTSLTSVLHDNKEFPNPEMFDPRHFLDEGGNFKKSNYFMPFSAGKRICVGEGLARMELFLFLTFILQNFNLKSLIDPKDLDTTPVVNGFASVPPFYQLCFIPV
# ERa coact pot = ER-alpha (human) coactivator binding potentiation | 1.3% of 86,000 active | P03372 | TR-FRET ERalpha-LBD/SRC-Cy5 coactivator binding, 2 h; 100 = basal binding, no effect | coactivator binding (% of control), % at 25.6 µM; in the data active = activity above about 200%;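 note: binding measured in presence of low estradiol as agonist stimulus; 0% = peptide alone without receptor and 100% = receptor with peptide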
# HUVEC inhibit = inhibitors of human endothelial cell proliferation; viability, % at 10 µM (by protocol); HUVEC proliferation, CellTiter-Glo luminescence, 72 h; hits give low values; 1.1% of 86,000 active;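 active = viability at or below 30%; inactive = viability above 30%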;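 note: 100% = median luminescence of DMSO-only cell control wells on each plate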
# H69AR inhibit = blocks growth of human H69AR lung tumor cells; H69AR lung tumor viability, ATP luminescence, 72 h; hits give low values; viability, % at 10 µM; 6% of 85,000 active; AID 598;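 active = viability at or below 40%; inactive = viability above 40%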;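 note: multidrug resistant small cell line overexpressing MRP-1 efflux transporter; 100% = mean luminescence of untreated control wells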
# Lung fibro prol = blocks proliferation of human lung fibroblasts. LL 47 human lung fibroblast viability, ATP luminescence; hits give low values. viability, % at 10 µM. 1.1% of 85,000 active;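 active = viability at or below 50% in the single dose screen; inactive = viability above 50%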;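 note: compound exposure lasted 72 h before the ATP readout; 100% = median luminescence of untreated cell-only wells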
#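 Material: human lung fibroblast line LL 47, low passage; Evaluation: viability percentage against median untreated-cell control; Buffer or medium: 15% FBS in IMEM; Incubation: 72 h compound exposure at 37 °C after overnight plating; Dosing: 0.1% DMSO in all compound wells; Measured by: CellTiter-Glo luminescence.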
# CD11b adhes enh = CD11b/CD18-fibrinogen binding enhancement | 0.07% of 93,000 active | K562 CD11b/CD18 adhesion to fibrinogen, ATPlite luminescence | AID 1499 | activation, % at 10 µM | P05107+P11215;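 active = 10 µM primary screen giving 50% or more activity, confirmed by 40% or more on retest at that dose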; note: strong numbers were not always called active
# CYP2C19 inhib = human CYP2C19 inhibition; P33261; 21% of 96,000 active; CYP2C19 Supersomes, luciferin-H EGE luminescence, 30 min; inhibition, % at 5 µM;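 active = CYP2C19 inhibition above a set limit at 5 µM in the primary screen, cut at about 50% in these data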;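 note: plate controls were negative control wells for no effect and 2.5 mM tranylcypromine positive control for full effect; values of inactives mirror those of a sister screen read the other way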
# Numbers without * were called inactive; · = no result given; [ ] = another dose, or the depositor's remark.
SMILES,ERa coact inh,CD11b adhes inh,CYP2C19 act,ERa coact pot,HUVEC inhibit,H69AR inhibit,Lung fibro prol,CD11b adhes enh,CYP2C19 inhib
CCOC(=O)N1CCC(NC(=O)C2CCN(S(=O)(=O)N3CCCC3)CC2)CC1,-6.6,12.3,0.9,116.0,86.5,96.6,101.2,-1.5,6.4
Cc1cc(OCCCCCNCCO)cc(C)c1Cl,-0.9,-3.9,0.8,105.4,73.4,37.3*,75.3,-2.2,17.3
COc1ccc(S(=O)(=O)NCCSCc2cccc(C)c2)cc1Br,·,6.9,0.5,·,·,·,·,-2.1,47.6
COc1cc(OC)c(C(=O)COc2ncnc3ccccc23)c(OC)c1,3.1,-8.9,0.9,94.0,95.7,96.1,103.0,-1.4,13.8
CCc1ccc2oc(=O)cc(CN(C)Cc3ccccc3)c2c1,5.9[fluorescence artefact?],26.6,1,103.7,104.3,79.4,83.5,-5.2,4.9
O=C(NCCc1cn2ccccc2n1)C1CCCCC1,-13.0,-64.2,0.7,109.2,101.7,98.4,104.3,-1.6,26.6
CCOC(=O)N1CCC(NC(=O)c2ccc(CS(=O)(=O)c3c(Cl)cccc3Cl)o2)CC1,5.6,-6.9,1.1,95.9,97.1,87.6,95.1,-0.4,-6.8
Cc1cc(C)nc(SCCn2c(N3CCCCC3)nc3c2c(=O)n(C)c(=O)n3C)n1,-10.5,-3.1,1.1,106.8,98.2,86.5,99.6,4.5,-10.1
CCOC(=O)C1CCN(C(=O)CCc2c(C)nc3c(-c4ccc(F)cc4)c(C)nn3c2C)CC1,-7.4,4.3,0.9,113.1,91.6,57.5,96.6,0.0,9.3
Cc1cccc(CSCCNC(=O)c2ccc(N(C)S(=O)(=O)c3ccccc3)cc2)c1,·,-10.6,0.4,·,·,·,·,-5.4,60.9*
CCN(CC)C(=O)CSc1nc(O)cc(=O)n1C,4.5,1.0,0.9,105.5,109.3,91.7,96.0,2.7,8.7
Nc1cc(-c2nc3ncccc3o2)ccc1Cl,21.0[fluorescence artefact?],·,·,112.9,88.1,83.6,99.3,·,·
CC(C)(C)NC(=O)Cn1c(SCC(=O)NC2CCCCC2)nc2ccccc21,10.3,-0.4,1,119.4[fluorescence artefact?],78.4,95.1,101.1,-1.0,-3.3
COc1cc(NC(=O)C2CCN(S(=O)(=O)c3ccc(Cl)cc3)CC2)ccc1-n1cnnn1,-15.0,-30.9,1,116.3,80.0,81.7,97.4,6.4,4.7
OCCNc1nc(SCc2ccccc2)nc2sc3c(c12)CCC3,4.4,·,0.5,86.8,65.5,62.8,76.1,·,46.6
CCn1c(CNc2ccccc2Cl)nnc1SCC(=O)NCc1ccccc1,-7.7,7.5,0.9,111.0[fluorescence artefact?],87.2,91.3,93.5,-7.3,9.4
COC(=O)c1cc(S(=O)(=O)N2CCOCC2)ccc1Sc1ccccc1N,·,3.5,0.9,·,·,·,·,-2.4,5.2
COc1ccccc1C1Nc2cccc3cccc(c23)N1,8.2[fluorescence artefact?],9.9,0.3,66.3[fluorescence artefact?],87.2,85.8,109.8,-1.4,70.5*
Cn1c(=O)c2c(nc(CN3CCOCC3)n2Cc2ccccc2)n(C)c1=O,-7.1,·,·,98.7[fluorescence artefact?],102.6,84.6,102.4,·,·
CC(C#CCN1CCCCC1)OCCOCc1ccccc1 (stereo not drawn),·,1.2,0.8,·,·,·,·,-0.4,16.4
CCOc1ccc(NC(=O)CSc2nnc(Cc3cccn3C)n2-c2ccc(F)cc2)cc1,-2.1,-2.3,0.9,88.5,95.0,75.4,98.2,-5.8,12.1
O=c1[nH]c(SCCOc2ccccc2)nc2ccccc12,11.2[fluorescence artefact?],-11.2,0.9,185.9,91.7,97.0,100.2,-5.9,6.4
Cc1ccc(Sc2cnn(-c3ccccc3)c(=O)c2Cl)cc1,·,5.9,0.9,·,·,·,·,-1.4,14.8
CCn1c(=Nc2ccc(N3CCOCC3)cc2)ccc2ccccc21,1.9,-41.6,1.2,113.2[fluorescence artefact?],93.4,92.5,86.2,10.9,-18.9
COc1ccc(-c2cc(N3CCCC3)n3ncnc3n2)cc1,5.2,-22.9,0.8,111.9,88.8,73.2,102.0,6.5,22.5
CS(=O)(=O)N1CCN(c2ccccc2NC(=O)c2cccs2)CC1,7.3,-2.2,0.8,104.0[fluorescence artefact?],93.8,101.1,99.7,-1.6,21.7
CCC(C)(C(=O)NC1CCCC1)N(C(=O)c1ccccn1)c1ccccc1 (stereo not drawn),1.0,·,·,111.7[fluorescence artefact?],100.0,100.0,99.3,·,·
CCOc1ccc(OCC)c(Nc2cc(C)nc3ncnn23)c1,-3.9,-2.4,1,128.0,85.6,63.1,93.2,0.9,3.4
CCOc1cc2[nH]c(=S)n(CC3CCCN3CC)c(=O)c2cc1OCC (stereo not drawn),-5.1,-3.9,1.1,117.5,94.1,88.1,104.5,-3.7,-12.1
O=C(CSC1=NCCS1)Nc1nc(-c2ccccc2)cs1,-19.6,16.1,0.8,103.3,81.8,60.8,96.5,0.2,22.0
Cc1ccc(-c2ccc(CCC(=O)O)n2NC(=O)c2cccs2)cc1,-20.9,-9.2,0.8,99.1[fluorescence artefact?],92.5,87.3,114.4,2.0,19.4
CCN1CCN(C(=O)c2ccc(Cl)c(S(=O)(=O)N3CCOCC3)c2)CC1,3.9[fluorescence artefact?],0.5,0.9,110.8[fluorescence artefact?],90.9,80.2,97.6,-1.4,9.7
CCOC(=O)c1cc2c(C)n(-c3ccc(N(C)C)cc3)c(C)c2cc(C(=O)OCC)c1=O,·,-6.4,0.5,·,·,·,·,-2.5,50.4*
CCN1CCN(C(=O)CCc2ccc(S(=O)(=O)NCCc3ccccc3)cc2)CC1,12.7,·,·,106.2,94.5,92.7,92.9,·,·
CN1CCCN(CC(O)COCc2cccs2)CC1 (stereo not drawn),-22.2,-21.1,1.1,93.3[fluorescence artefact?],89.3,101.4,99.4,1.4,-5.9
O=c1c2ccccc2c(-c2ccccc2)nn1-c1cc(Cl)ccc1[N+](=O)[O-],·,18.6,0.4,·,·,·,·,-5.5,61.0*
Cn1nnnc1SCC(=O)c1cccs1,11.9,-7.1,0.9,105.2[fluorescence artefact?],105.6,89.1,98.5,0.4,9.0
CCCCCCNC(=O)CCNC(=O)c1cc(OC)c(OC)c(OC)c1,-10.1,0.5,0.7,97.9,97.2,89.8,93.1,-3.2,27.0
CCN(C1CCS(=O)(=O)C1)S(=O)(=O)c1cccs1 (stereo not drawn),-4.5,10.2,0.8,93.1,100.8,106.3,105.2,-4.9,17.5
CCn1c(/C=N/c2nc3ccccc3n2C)nc2ccccc21,-5.3,-8.0,1,102.4[fluorescence artefact?],89.3,88.5,96.3,-3.6,0.8
COCCN1CCn2c(nc3cc(NC(=O)NC4CCCCC4)ccc32)C1,11.3,-3.0,1,94.0[fluorescence artefact?],90.1,91.5,90.0,13.3,0.2
Cc1ccc(C(C(=O)NC2CCCCC2)N(Cc2cccnc2)C(=O)C2COc3ccccc3O2)o1 (stereo not drawn),4.3,14.9,0.6,114.7,102.3,41.1,91.5,-1.7,38.7
COC(=O)C1=C(N)Oc2cc(C)[nH]c(=O)c2C1c1cc(OC)c(OC)c(OC)c1 (stereo not drawn),-1.6,9.3,1,124.1[fluorescence artefact?],98.4,88.4,106.0,-2.4,-1.3
O=C(NCc1ccccn1)C1CCC(=O)N1C1CCCCC1 (stereo not drawn),82.3*[fluorescence artefact?],-12.6,1,117.9,102.4,90.5,99.0,1.3,-3.3
COc1ccc(NC(=O)C2CCCCN2N)cc1OC (stereo not drawn),-9.4[fluorescence artefact?],·,·,100.2,99.5,100.5,95.4,·,·
CCOC(=O)CN1CC23C=CC(O2)C(C(=O)Nc2ccc(OCC)cc2)C3C1=O (stereo not drawn),-4.1,-9.9,0.9,132.4,102.5,101.1,101.2,-0.1,6.2
C=C(C)C(C)(C#CCN1CCCC1)OC(C)=O (stereo not drawn),2.9,-35.3,1,100.2,81.2,89.6,95.9,0.2,-4.6
O=C(COc1ccc(Cl)cc1)NCc1nnc(SCC(=O)NCCc2ccccc2)o1,20.3,-19.3,1,112.2,91.7,97.8,109.6,-0.9,0.5
CCCC1=Nc2cc(C(=O)NCCCOCC)ccc2Sc2ccccc21,-0.1,25.5,0.7,75.3,38.1,33.0*,57.8,-5.1,30.0
CCOc1ccc(NC(=O)Nc2cc(C)ccc2OC)cc1,6.9,·,·,115.3,97.2,85.6,99.3,·,·
COc1ccccc1CNC(=O)c1cc2c(=O)n(C)c3ccccc3c2n1C,26.4[fluorescence artefact?],·,·,127.1[fluorescence artefact?],51.1,25.8*,90.8,·,·
CC(C)(C)SCCNC(=O)COc1ccccc1,-1.4,·,0.7,111.9,103.7,71.9,104.1,·,29.4
Cc1c(Br)cc(C(=O)N2CCN(CCO)CC2)c(C)c1C,-24.7,-1.6,0.8,112.1,90.3,81.5,98.4,-4.1,19.8
Cc1cc(C(=O)CSc2ccc(F)cc2)cc(C)c1OC(=S)N(C)C,2.2[fluorescence artefact?],36.6,0.1,94.7,88.4,79.6,98.0,-3.5,93.5*
N#CCSc1nc2ccccc2c(=O)n1CCC(=O)NC1CCCCC1,13.3[fluorescence artefact?],-6.2,0,108.3[fluorescence artefact?],80.5,75.0,97.7,-3.9,96.6*
COc1ccc(NC(=O)C2CC(=O)OC23CCCCC3)cc1 (stereo not drawn),-7.7,·,·,104.8,100.5,95.7,93.1,·,·
COc1ccc(-c2c(C#N)c(N)nc3c2c(=O)n(C)c(=O)n3C)cc1Cl,2.5,·,·,75.7,91.2,64.8,95.7,·,·
CN(C)C(=O)CSc1nc2ccccc2n1CC(=O)N1CCN(c2ccccc2)CC1,-3.3,·,1,106.2,94.9,80.2,105.2,·,0.3
COc1ccc(CCNC(=O)CSc2nc3ccccc3o2)cc1,1.3,-7.9,0.1,86.1,82.8,81.1,95.6,-3.1,92.2*
COc1nc(NCCc2ccc(OC)c(OC)c2)nc(OC)n1,-3.4,1.6,0.8,116.2[fluorescence artefact?],109.0,84.9,100.2,-2.4,15.1

# Profiles, looked up by structure.
# COc1ccc(-c2c(C#N)c(N)nc3c2c(=O)n(C)c(=O)n3C)cc1Cl is listed with ERa coact inh: 2.5; CD11b adhes inh: ·; CYP2C19 act: ·; ERa coact pot: 75.7; HUVEC inhibit: 91.2; H69AR inhibit: 64.8; Lung fibro prol: 95.7; CD11b adhes enh: ·; CYP2C19 inhib: ·
# CC(C)(C)SCCNC(=O)COc1ccccc1 is listed with ERa coact inh: -1.4; CD11b adhes inh: ·; CYP2C19 act: 0.7; ERa coact pot: 111.9; HUVEC inhibit: 103.7; H69AR inhibit: 71.9; Lung fibro prol: 104.1; CD11b adhes enh: ·; CYP2C19 inhib: 29.4

# Next section.
SMILES,ERa coact inh,CD11b adhes inh,CYP2C19 act,ERa coact pot,HUVEC inhibit,H69AR inhibit,Lung fibro prol,CD11b adhes enh,CYP2C19 inhib
Cc1cccn2c(=O)c3cc(C(=O)NC4CCCC4)c(=N)n(C4CCCC4)c3nc12,·,-12.1,0.8,·,·,·,·,0.7,18.6
N#C/C(=C(/O)CN1CCOCC1)c1nc(-c2ccccc2)cs1,-0.3,8.3,1.1,95.8[fluorescence artefact?],102.4,83.9,96.2,-2.7,-7.9
COc1cc(-c2nnc(SCC(=O)c3cc(C)n(CC4CCCO4)c3C)o2)cc(OC)c1OC (stereo not drawn),-1.9,-1.4,0.9,97.3[fluorescence artefact?],88.4,59.8,91.6,2.5,14.5
CCOC(=O)COc1ccc2nsnc2c1,2.8,20.4,0.9,111.9[fluorescence artefact?],92.9,102.5,·,2.0,5.5
